NCOA2 inhibitor: human SRC2 (NCOA2) inhibition. Q15596. inhibition, % at 9 µM. 370,000 compounds, 0.17% hits. HEK293 GAL4-SRC2 luciferase reporter, luminescence;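 active = inhibition above the mean inhibition of all tested compounds plus 3 SD, set per campaign, cut at about 52% in these data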;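 note: 0% = DMSO treated cells and 100% = cells given Gossypol at 36 µM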
COUP-TFII inh: NR2F2 (human) inhibition, primary screen | AID 686940 | inhibition, % at 8.6 µM | P24468 | 370,000 compounds, 0.7% hits | HEK293T NGFI-A luciferase reporter, luminescence;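 active = inhibition above a per-plate cutoff, mean inhibition of test wells between control levels plus 3 SD, cut at about 38% in these data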;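 note: cells cotransfected with COUP-TFII expression vector driving the NGFI-A reporter; 0% = median of COUP-TF2 test wells and 100% = reporter-only cells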
Target sequence (P24468 whole entry, looked up): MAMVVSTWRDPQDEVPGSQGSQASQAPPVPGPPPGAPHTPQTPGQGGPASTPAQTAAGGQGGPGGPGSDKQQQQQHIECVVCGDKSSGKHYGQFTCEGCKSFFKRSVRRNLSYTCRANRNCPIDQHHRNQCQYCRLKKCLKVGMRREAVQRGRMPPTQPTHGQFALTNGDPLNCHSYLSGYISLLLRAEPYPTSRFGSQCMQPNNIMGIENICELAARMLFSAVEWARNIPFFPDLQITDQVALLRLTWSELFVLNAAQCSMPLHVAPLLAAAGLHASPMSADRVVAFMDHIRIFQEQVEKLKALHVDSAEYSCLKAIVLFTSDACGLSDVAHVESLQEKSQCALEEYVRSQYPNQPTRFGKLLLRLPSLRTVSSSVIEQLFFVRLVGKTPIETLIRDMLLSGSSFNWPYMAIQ
Active calls of the source: *.

Under each structure – COUP-TFII inh	NCOA2 inhibitor
COc1ccc(CN2C(C(=O)NC3CCCC3)CSCCS2(=O)=O)cc1 (stereo unspecified)
  -26	28
COC(=O)C1=C(C)N(Cc2ccc(C(F)(F)F)cc2)C(=NCc2ccccc2C(F)(F)F)NC1c1ccc(C(F)(F)F)cc1 (stereo unspecified)
  -1	-2
C=CCN1[C@H](C#N)[C@@H](c2ccc(Br)cc2)[C@H]1CO
  -19	-9
C[C@@H]1C=CCCO[C@]12C(=O)Nc1ccccc12
  11	-7
CCOC(=O)[C@@H]1CSCCS(=O)(=O)N1C(=O)[C@H](CC(C)C)NC(=O)OC(C)(C)C
  -17	-22
COC(=O)c1cc2c(c3c4cc(OC)ccc4n(S(=O)(=O)c4cccc(C)c4)c13)C(=O)N(Cc1ccc(N(C)C)cc1)C2
  9	5
COc1ccc(CN2C(=O)CN(S(C)(=O)=O)CC2(C)c2nnnn2C2CCCCC2)cc1 (stereo unspecified)
  6	-32
CC(=O)c1ccc(NC(=O)NC2CCCCN(Cc3ccc(Cl)cc3)C2=O)cc1 (stereo unspecified)
  14	-16
COC(=O)Cc1nnn2c1[C@@H](C)[C@@H](c1ccccc1Br)OC[C@@H]2c1ccccc1
  22	-1
O=S1(=O)c2c(cccc2N2CCSCC2)Oc2ccccc2CN1Cc1cn(Cc2ccc(F)cc2)nn1
  -5	-18
CC(=O)Nc1ccc(C(CCCc2ccccc2)C2=CCCCC2)cc1 (stereo unspecified)
  5	14
COC(=O)[C@@]1(Cc2ccc(F)cc2)[C@H]2c3cc(C(=O)N4CCCC4)n(CCc4c[nH]c5ccc(OC)cc45)c3C[C@H]2CN1C(=O)c1ccccc1
  3	-2
COCCCNC(=O)C[C@@H]1C(=O)N(CCc2ccc(Cl)cc2)C2=CCCCC[C@]21C(=O)OC
  6	2
CN[C@H]1C[C@H]2c3[nH]c4c(-c5ccc6c(c5)OCO6)cccc4c3CCN2C(=O)[C@H]1[C@H](C)O
  -14	-1
COC(=O)C1=C(C)N(C)C(=NCc2ccc(C(F)(F)F)cc2)NC1c1cccc(F)c1 (stereo unspecified)
  0	-21
CCCN1CCS(=O)(=O)N(Cc2cn(Cc3ccc(OC)cc3)nn2)C(C(=O)OC)C1 (stereo unspecified)
  -15	-3
CCOC1=C2[C@H](c3ccccc3)N(S(=O)(=O)c3ccc(C)cc3)[C@H](C(C)C)[C@H]2C(C#N)(C#N)C(C#N)(C#N)C1
  4	12
C=CCN1C(C(=O)OC)CN(Cc2cn(CCC3OCCO3)nn2)CCS1(=O)=O (stereo unspecified)
  -2	15
Cc1ccc(C(=O)NCCN2C(=O)C3C4C=CC(C4)C3C2=O)cc1 (stereo unspecified)
  0	8
Cc1ccc(NC(=O)CCS(=O)(=O)c2ccccc2)c(C)c1
  -5	6
O=C(NC1CCCCN(Cc2cccc(F)c2)C1=O)c1cccc(C(F)(F)F)c1 (stereo unspecified)
  -3	2
O=C(CSc1nc2ccccc2n1Cc1ccccc1Cl)N/N=C\c1c[nH]c2ccccc12
  -1	12
O=C(NCC1CCN(C(=O)C(=O)c2cccs2)CC1)c1cccnc1
  2	3
CCOC(=O)N1CCN(C(=O)C[C@H]2C[C@@]3(C(=O)OCC)CCCC4=C3N(CCC4)C2=O)CC1
  -9	13
CC(C)C[C@@H]1COc2cccc(N3CCCC3)c2S(=O)(=O)N1C
  -11	-10
COc1ccc2c(c1)CO[C@H]([C@H](O)CO)[C@H]2/C=C/c1ccccc1
  -10	10
O=C1C(=Cc2cccs2)CCc2ccccc21
  -59	-29
CCCCNC(=O)OC1CCC12CCC(c1ccccc1)CC2 (stereo unspecified)
  -3	2
CCN(CC)C(=O)[C@H]1C[C@@H]2[C@H](C[C@@H](c3ccccc3)[C@H]1C)N(c1ccc(F)cc1)C(=O)N2CCCOc1ccccc1
  6	4
Cc1cc(N=Cc2c(O)n(-c3ccc(C)c(C)c3)c(=O)c3ccccc23)no1
  12	-10

Copied from the listing for reference:
Under each structure – COUP-TFII inh	NCOA2 inhibitor
O=C(NCC1CCN(C(=O)C(=O)c2cccs2)CC1)c1cccnc1
  2	3
CCOC(=O)N1CCN(C(=O)C[C@H]2C[C@@]3(C(=O)OCC)CCCC4=C3N(CCC4)C2=O)CC1
  -9	13
CC(C)C[C@@H]1COc2cccc(N3CCCC3)c2S(=O)(=O)N1C
  -11	-10
COc1ccc2c(c1)CO[C@H]([C@H](O)CO)[C@H]2/C=C/c1ccccc1
  -10	10
O=C1C(=Cc2cccs2)CCc2ccccc21
  -59	-29

Continuation.
Under each structure – COUP-TFII inh	NCOA2 inhibitor
Cc1ccc(Cn2cc(COC(=O)N(C)Cc3ccccc3)nn2)cc1
  5	-9
O=C(NCCN1CCC(n2c(=O)[nH]c3cc(Cl)ccc32)CC1)c1ccc(F)cc1
  6	16
O[C@H](COc1ccc(C(F)(F)F)cc1)CN1CCC(C(O)(c2ccccc2)c2ccccc2)CC1
  -8	-10
Cc1nc(NC(=O)C(C)(C)C)sc1[N+](=O)[O-]
  5	12
O=C(NCc1ccccc1)[C@@H]1CCCN1C(=O)[C@H]1CCCN1C(=O)c1ccccc1C(F)(F)F
  4	-10
O=C(c1ccncc1)N1CC[C@H]2[C@H](CCCN2Cc2ccccc2)C1
  6	-14
Cc1ccc(S(=O)(=O)N2CCCC(C(=O)NCc3ccco3)C2)cc1 (stereo unspecified)
  5	6
O=C(OC12CCCN(C1)/C(=C/c1ccccc1)C2)c1ccc(Cl)cc1 (stereo unspecified)
  -26	-20
CC(C)(C)C(=O)O[C@@H]1CCC[C@@]2(C(=O)N(Cc3ccccc3)c3ccccc32)[C@H]1NC(=O)CCc1ccccc1
  12	4
COC(=O)C1=C(C)N(C)C(=NCc2ccc3c(c2)OCO3)NC1c1cccc(C(F)(F)F)c1 (stereo unspecified)
  -17	-17
CCCC(=O)OC[C@H]1CN(C2CCCC2)S(=O)(=O)c2c(Oc3ccc(F)cc3)cccc2O1
  2	-25
Cc1[nH]c2ccccc2c1CC(=O)Nc1ccc(Nc2cccnc2)c(-c2ccc(Oc3ccccc3)cc2)c1
  12	7
C[C@@H]1[C@@H](O)C[C@@]2(C[C@H](O)c3cc(F)ccc3O2)O[C@H]1c1ccccc1Cl
  5	9
CCOC(=O)[C@@]12CCC3=C1N(CCC3)C(=O)[C@H](CC(=O)N1CCSCC1)C2
  6	-6
CN(c1ccc(NC(=O)Cc2cn(C)c3ccccc23)cc1)c1ccccn1
  -6	-10
CCCCNC(=O)C[C@H]1C(=O)N(Cc2ccc(OC)cc2)C2=CCCCC[C@@]21C(=O)OC
  17	15
Cc1ccc(C)c(NC(=O)C2CCCN2S(=O)(=O)c2cccnc2)c1 (stereo unspecified)
  8	16
COC(=O)C1=C(C)N(C)C(=NCc2ccccc2C(F)(F)F)NC1c1cccc(F)c1 (stereo unspecified)
  4	11
O=C1c2ccccc2NC(c2ccc(Br)s2)N1O (stereo unspecified)
  -9	15
COCCCN1C(=O)[C@H](CC(=O)N2CCOCC2)[C@]2(C(=O)OC)CCCCC=C12
  4	-2
CCCCOC(=O)c1ccc(NC(=O)c2c(N)n(C)c(=O)[nH]c2=O)cc1
  4	9
OCCNCCNCc1ccc(-c2ccccc2)cc1
  -4	-2
COC(=O)[C@]12C[C@H](CC(=O)N3CCC(c4ccccc4)CC3)C(=O)N(CCC3=CCCCC3)C1=C[C@H](C1CCCC1)O[C@@H]2C
  2	-8
COc1cccc(CNC(=O)[C@H]2CCCN2C(=O)[C@H]2CCCN2C(=O)c2ccc(F)c(F)c2)c1
  -32	3
O=C(c1ccco1)N1CCC(Oc2cccnc2)CC1
  15	-47
COc1ccc(-n2c(SCC(=O)Nc3ccc4cn[nH]c4c3)nnc2-c2ccccc2)cc1
  0	9
NNC(=O)c1ccc(NS(=O)(=O)c2ccc(Br)cc2)cc1
  -5	19
COC(=O)[C@]12C[C@H](CC(=O)NCCCN3CCCC3=O)C(=O)N(CCc3ccc(OC)c(OC)c3)C1=C[C@H](C(C)C)O[C@@H]2C1CC1
  2	-14
Cc1ccc(CN2CC=CS2(=O)=O)cc1
  -11	-2
C#CCN1CC(COc2ccccc2)Oc2cccc(Oc3ccc(SC)c(C)c3)c2S1(=O)=O (stereo unspecified)
  -4	9
CCNC(=O)N(C)[C@H]1C[C@H]2c3[nH]c4cccc(-c5cccc(F)c5)c4c3CCN2C(=O)[C@H]1[C@H](C)O
  -8	-1
CCn1c2ccccc2c2cc(C=NNC(=O)c3ccoc3C)ccc21
  -41	-24
N#Cc1cccc(NC(=O)OCCCN2CCC3(CCCCC3)C2=O)c1
  -2	-4
Cc1cc(Nc2cccc([N+](=O)[O-])c2)cc(=O)n1-c1cccc([N+](=O)[O-])c1
  -12	19
C[C@@H]1CN([C@@H](C)CO)C(=O)CCCn2cc(nn2)CO[C@H]1CN(C)C(=O)Nc1ccc(C(C)(C)C)cc1
  -5	8
CN(C)CC(=O)N[C@H]1C[C@@H]2O[C@@H](CO)CC[C@@H]2O[C@@H]1CCc1ccc(C2=CCCCC2)cc1
  1	-26
Nc1ncnc2c1ncn2[C@@H]1O[C@H](C(=O)N[C@@H](CCc2ccccc2)C(=O)NCC(=O)N2CCOCC2)[C@@H](O)[C@H]1O
  11	-24
COC(=O)C1=C(C)N(Cc2ccccc2C(F)(F)F)C(=NCc2ccc3c(c2)OCO3)NC1c1ccc(Cl)cc1 (stereo unspecified)
  13	-11
COC(=O)[C@@]1(Cc2ccc(OC)cc2)[C@@H]2C(=CC(=O)[C@H]2CC(=O)C(=O)N(C)C)CN1C(=O)c1ccccc1
  29	18
COC(=O)c1cc(C(C)c2c[nH]c3ccccc23)n2ccccc12 (stereo unspecified)
  -72	22
O=C1N(c2ccccc2)CC2C(c3ccccc3)C(c3ccccc3)N3CCCC123 (stereo unspecified)
  15	25
O=C1c2ccccc2/C(=C\c2ccc(O[C@@H]3CCCCO3)cc2)N1c1ccccc1
  -7	-16
CC(=O)N1CCN(S(=O)(=O)c2ccc3c(c2)oc(=O)n3C)CC1
  -20	9
COC(=O)C[C@@H]1CC[C@H]2[C@@H](COc3ccc(NC(=O)Nc4ccccc4C)cc3C(=O)N2C)O1
  -23	0
C[C@H]1[C@@H](c2ccccc2)Oc2ccc(Cl)cc2S(=O)(=O)N1Cc1cccc(Cl)c1
  -8	24
CCCC[C@H]1C2CC(OC(=O)Nc3cccc(F)c3)C(C2)[C@H]2CCCCN21 (stereo partly specified)
  15	2
CCCCCCCCN1C(=O)[C@@H](CC(=O)NCc2ccc(C)o2)C[C@@]2(C(=O)OC)C1=C[C@H](COCc1ccccc1)O[C@@H]2C
  15	15
O[C@H](COc1cccc(C(F)(F)F)c1)CN1CCC(C(O)(c2ccccc2)c2ccccc2)CC1
  2	-10
Cc1ccccc1C(=O)N(C)[C@H]1C[C@H]2c3[nH]c4c(-c5ccc6c(c5)OCO6)cccc4c3CCN2C(=O)[C@H]1[C@H](C)O
  -6	-4
CC1CCC2(CCC(=O)N2CCCO)CC1 (stereo unspecified)
  -7	-5

Further records
Under each structure – COUP-TFII inh	NCOA2 inhibitor
CCN(CC)CCCNC(=S)N(Cc1ccco1)Cc1cc2cc3c(cc2[nH]c1=O)OCCO3
  -6	4
Cc1onc(-c2ccc(Cl)cc2)c1-c1ccn(S(=O)(=O)c2cccc(Cl)c2)n1
  8	7
Cc1ccc2nc(NC(=O)c3cccc(-c4cc5ccccc5oc4=O)c3)sc2c1
  -32	-36
COc1cccc(CNC(=O)C2CCCN(c3ncccn3)C2)c1OC (stereo unspecified)
  9	-10
CC(C)(C)C1=CC(CC(N)=O)(C(C)(C)C)OC1=O (stereo unspecified)
  12	-1
Cc1cc(C(=O)Nc2ccc(Cl)c(Cl)c2)n(-c2ccccc2)n1
  2	4
CSc1nnc2c(n1)C[C@H](c1ccccc1)[C@@H](C)[C@@H](C(=O)N1CCCC1)C2
  3	23
COCCCNC(=O)C[C@H]1C[C@@]2(C(=O)OC)C(=C[C@H](COCc3ccccc3)O[C@@H]2C)N(Cc2ccco2)C1=O
  -26	21
CCCCOCCCNC(=O)C[C@H]1C[C@@]2(C(=O)OCC)CCCC3=C2N(CCC3)C1=O
  -12	7
COc1ccc(C(=O)CC2(O)C(=O)N(CN3CCOCC3)c3ccc(Br)cc32)cc1 (stereo unspecified)
  8	-21
COC(=O)CCN1CCSCCS1(=O)=O
  -13	26
CCOC(=O)[C@]12CCCCC/C=C\1N(CCc1ccc(Cl)cc1)C(=O)[C@H]2CC(=O)NCc1ccccc1
  -14	-6
CCCCOCCCNC(=O)C[C@@H]1C(=O)N(Cc2ccc(OC)cc2)C2=CCN(C(=O)OC(C)(C)C)C[C@]21C(=O)OCC
  8	22
OC(c1ccccc1)(c1ccccc1)C1CCN(CCCNc2ccc(Cl)cc2Cl)CC1
  7	-25
COCc1cc(N2CCNC[C@H]2C)ccc1N1CCN(Cc2ccccc2)[C@@H](C)C1
  -18	-14
Cn1ncc2c(NCc3cccc(C(F)(F)F)c3)c(C(=O)O)cnc21
  11	-11
O=C(CSc1nnc(-c2ccccn2)n1-c1ccccc1)c1ccc2c(c1)OCO2
  3	0
O=S1(=O)c2ccc(Br)cc2OC[C@H](Cc2ccccc2)N1Cc1cn(CCC2OCCO2)nn1
  10	8
O=C(NC1CCCC1)C1(C(=O)C2CC2)CC(c2ccccn2)=NO1 (stereo unspecified)
  -21	-15
O=C(OC12CCCN(C1)/C(=C/c1ccncc1)C2)c1ccco1 (stereo unspecified)
  38*	2

Compound activity deposited in PubChem by The Scripps Research Institute Molecular Screening Center.

This is a subset; the hit share may differ from the screen's.
